VCAM1 TNFa inh: inhibitors of TNFa-induced VCAM1 expression, primary screen, imaging, HUVEC, TNFa stimulus, immunofluorescence | HUVEC TNFa-induced VCAM-1 immunofluorescence, high-content imaging | inhibition, % at 2 µM | 95,000 tested, 0.48% active | AID 802, 2007;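 active = inhibition above the batch mean plus 3 SD, with images confirmed as a hit by eye, cut at about 37% in these data; inconclusive = inhibition above that limit but hit not confirmed in images; inactive = inhibition not above that limit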;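 note: 0% = TNF-stimulated DMSO wells and 100% = unstimulated control wells; not every result past the cut was called active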
ERb SRC1 inh: inhibitors of ERβ-SRC1 coactivator interaction, primary screen, biochemical, TR-FRET, ERβ LBD, SRC-1 peptide. Estrogen receptor beta (Homo sapiens), Q92731. TR-FRET ER-beta LBD / SRC1-Cy5 peptide binding; receptor agonist-loaded with 1 µM estradiol. inhibition, % at 25.6 µM. 86,000 tested, 1.3% active. AID 633, 2007;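 active = compounds whose percent inhibition of the receptor-coactivator binding signal exceeds about 50% in the single-dose screen, limit read from the data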;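 note: 0% = receptor plus peptide wells without compound and 100% = peptide-only wells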
Target sequence (Q92731 whole entry, looked up, the tested form may be a part): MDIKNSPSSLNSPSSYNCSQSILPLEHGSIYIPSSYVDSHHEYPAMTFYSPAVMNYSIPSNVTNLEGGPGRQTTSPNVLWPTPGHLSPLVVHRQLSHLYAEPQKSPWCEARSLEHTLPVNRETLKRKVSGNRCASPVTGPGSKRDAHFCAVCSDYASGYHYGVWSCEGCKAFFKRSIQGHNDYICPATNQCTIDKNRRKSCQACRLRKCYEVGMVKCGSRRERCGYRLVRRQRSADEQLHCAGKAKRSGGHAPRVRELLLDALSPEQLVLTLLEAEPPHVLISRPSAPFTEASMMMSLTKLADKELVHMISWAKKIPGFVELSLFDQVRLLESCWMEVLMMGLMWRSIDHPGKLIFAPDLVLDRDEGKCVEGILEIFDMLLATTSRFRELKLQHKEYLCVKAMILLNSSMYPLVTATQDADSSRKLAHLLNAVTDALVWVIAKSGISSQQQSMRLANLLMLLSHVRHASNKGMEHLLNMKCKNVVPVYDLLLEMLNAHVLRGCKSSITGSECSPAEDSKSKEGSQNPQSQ
F-actin modifier: modifiers of F-actin cytoskeleton organization, primary screen, imaging, HUVEC, phalloidin staining, high-content imaging. inhibition, % at 2 µM. HUVEC TNFa F-actin phalloidin imaging. 91,000 tested, 0.18% active. AID 836, 2007;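 active = inhibition above the batch mean plus 3 SD and confirmed as a hit by visual image inspection, cut at about 30% in these data, passing the limit was not always enough; inconclusive = above the inhibition threshold but rejected on visual inspection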; note: strong numbers were not always called active
sEH activator: soluble epoxide hydrolase activators, primary screen, biochemical, human sEH; 91,000 tested, 0.04% active; AID 717, 2007; Bifunctional epoxide hydrolase 2 (Homo sapiens), P34913; activation, % at 2 µM; purified human sEH enzymatic activity, activator screen; in the data active = activation above about 37%; note: values of inactives mirror those of a sister screen read the other way
Candida biofilm: clotrimazole potentiators killing Candida biofilms, primary screen, with clotrimazole, Alamar Blue | C. albicans biofilm + clotrimazole | inhibition, % at 6 µM | 85,000 tested, 0.14% active | AID 834, 2007;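 active = inhibition above 20%; inactive = inhibition below 20%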;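 note: preformed 24 hr biofilms exposed to compound for 48 hr; 0% = biofilm without compound and 100% = blank killed by clotrimazole plus chlorhexidine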
Smad3 FoxH1 inh: Smad3/FoxH1 peptide binding inhibitors, primary screen, biochemical, TR-FRET | TR-FRET Smad3/Dy647-FoxH1 peptide binding, europium anti-His | 88,000 tested, 0.29% active | Mothers against decapentaplegic homolog 3 (Homo sapiens), P84022 | inhibition, % at 25 µM;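 active = compounds that reduce the energy-transfer binding signal between the protein and its labelled peptide by more than half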;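 note: 0% = Smad3 plus labelled peptide maximal FRET and 100% = peptide-only background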
Target sequence (P84022 whole entry, looked up): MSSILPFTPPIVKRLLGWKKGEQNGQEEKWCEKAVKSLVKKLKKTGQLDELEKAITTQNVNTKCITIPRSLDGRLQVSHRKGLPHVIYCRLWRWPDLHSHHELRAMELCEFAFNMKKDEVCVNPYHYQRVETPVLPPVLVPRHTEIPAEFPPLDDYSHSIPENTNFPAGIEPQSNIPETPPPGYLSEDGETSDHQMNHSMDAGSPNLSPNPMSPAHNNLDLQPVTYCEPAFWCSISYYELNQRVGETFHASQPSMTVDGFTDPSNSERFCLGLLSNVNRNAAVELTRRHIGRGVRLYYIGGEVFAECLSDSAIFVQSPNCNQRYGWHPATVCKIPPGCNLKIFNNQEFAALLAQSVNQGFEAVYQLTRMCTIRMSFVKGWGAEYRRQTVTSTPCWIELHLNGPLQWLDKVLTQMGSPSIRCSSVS
HUVEC tox TNFa: cytotoxicity in TNFa-stimulated HUVEC, primary screen, cytotoxicity control for VCAM1 expression modulator project, imaging, Hoechst nuclei count | HUVEC TNFalpha-stimulated, Hoechst cell count | cell count reduction, % at 2 µM | 93,000 tested, 0.17% active | AID 848, 2007;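 active = cell count reduction exceeding the screen mean by over 5 SD, scaled to untreated wells per plate, cut at about 78% in these data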;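 note: cells counted after 24 h of TNF alpha exposure following the 1 h pretreatment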
IL1B cytotox: cytotoxicity in IL-1B stimulated HUVEC, primary screen, cytotoxicity control for IL-1B NFkB translocation project, imaging, Hoechst nuclear count, IL-1B stimulus. HUVEC cell count loss. cell count reduction, % at 2 µM. 94,000 tested, 0.41% active. AID 845, 2007;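 active = cell count reduction more than 3 SD above the screen-wide mean, cut at about 70% in these data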;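 note: normalized per plate to untreated control cells as the no-loss baseline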
sEH inhibitor: soluble epoxide hydrolase inhibitors, primary screen, biochemical, human sEH. recombinant human sEH enzymatic activity assay. inhibition, % at 2 µM. 91,000 tested, 0.34% active; in the data active = inhibition above about 80%; note: values of inactives mirror those of a sister screen read the other way; many of its hits are not listed in these tables
Active calls of the source: *; ? = inconclusive; / = no result given; [ ] = remark or other dose. An excerpt; rates above refer to the full screens.

SMILES	VCAM1 TNFa inh	ERb SRC1 inh	F-actin modifier	sEH activator	Candida biofilm	Smad3 FoxH1 inh	HUVEC tox TNFa	IL1B cytotox	sEH inhibitor
c1ccc(-c2nc(NCC3CCCO3)c3ccccc3n2)nc1 (stereo unspecified)	-4	/	18	-7	/	/	-36	-10	5
C/C=C/COc1nc2c(c(=O)n(C)c(=O)n2C)n1C	11	0	3	-9	-3	-8	-4	-26	11
O=C1[C@@H]2[C@H](Cc3ccc(O)cc3)N[C@]3(C(=O)Nc4ccccc43)[C@@H]2C(=O)N1c1ccc(F)cc1	7	-6[fluorescence artefact?]	-23	20	9	2	5	0	-18
Cc1cc(NC(=O)CSc2nc3ccsc3c(=O)n2Cc2ccccn2)n[nH]1	8	-2[fluorescence artefact?]	/	-3	7	10	-6	-8	5
COC(=O)C1=C(C)N(Cc2ccc(C)cc2)C(=O)C1	-4	/	3	-8	/	/	-2	-11	11
CC(C)Oc1ccc(C2CC(=O)NC3=C2C(=O)CCC3)cc1 (stereo unspecified)	6	1[fluorescence artefact?]	10	4	8	3	-16	16	-4
Cc1ccc(O)c(C(=O)c2cnc3c(c2)CN(CCC(C)C)C(=O)N3)c1	-5	4	-21	0	8	-15	-13	21	-1
CC(C)(CO)NS(=O)(=O)c1ccc2c(c1)oc(=O)c1cc(S(=O)(=O)NC(C)(C)CO)ccc12	-20	0[fluorescence artefact?]	4	-2	9	2	/	-9	1
Cc1ccc(-n2nc3c(c2NC(=O)c2c(-c4ccccc4Cl)noc2C)CSC3)cc1	0	-9	14	0	2	1	-28	1	-1
Cc1cc(Cl)ccc1N1C(=O)CC(SCCC(=O)O)C1=O (stereo unspecified)	-11	-4	16	-7	11	8	-20	-14	6
CC(C)C(NS(=O)(=O)c1ccc2c(c1)oc(=O)n2C)C(=O)N1CCN(C2CCCCC2)CC1 (stereo unspecified)	3	-7[fluorescence artefact?]	6	/	-8	-7	-11	2	/
N#Cc1nc(COc2ccccc2F)oc1NCc1ccc(F)cc1	3	1[fluorescence artefact?]	12	-13	8	-4	-50	1	12
CCN1CCN(C(=O)c2ccc3c(=O)n(C4CCCC4)c(=S)[nH]c3c2)CC1	13	8[fluorescence artefact?]	12	-7	8	-9	-15	-13	6
COc1ccc2c(c1)C(=O)OC2CC(=O)O (stereo unspecified)	-1	-12	-36	17	1	7	39	18	-17
Cc1c(C)c2c(C)nn(-c3ccccc3)c2[nH]c1=O	10	/	21	4	/	/	-38	-18	-5
Cc1cc(NC(=O)c2cccc(S(=O)(=O)N3CC(c4ccccc4)CC3=O)c2)no1 (stereo unspecified)	6	-4	-2	-9	-2	-2	-13	-47	8
CCn1c(NCc2ccc(N(C)C)cc2)nc2ccccc21	4	-2[fluorescence artefact?]	11	-8	-2	-21	-19	3	6
CCCC1=[N+](CC)CCn2c(C)ccc21	8	-9	1	7	6	9	-37	8	-8
O=C(c1ccco1)N1CCN(Cc2ccc(Cl)cc2)CC1	15	-3[fluorescence artefact?]	-17	-7	0	-11	-27	-14	8
O=C(NCCC1=CCCCC1)c1cnccn1	16	14[fluorescence artefact?]	-12	3	-4	-2	-9	-21	-5
Cc1cccc(C)c1OCC(=O)N/N=C/c1cccn1C	24	-6	-20	-6	13	4	/	14	8
COc1ccc(OC)c(S(=O)(=O)N2c3cc(F)ccc3CCC2C)c1 (stereo unspecified)	17	-6	-4	5	4	12	-12	11	-5
COc1cccc(/C=N/N2C(=O)C3C4c5ccccc5C(c5ccccc54)C3C2=O)c1OC (stereo unspecified)	18	/	-1	7	/	/	-21	32	-7
COc1cc(OC)cc(C(=O)NN2CCCCC2)c1	8	/	-10	24	/	/	-11	-4	-24
O=C(CSc1nnc(-c2ccc(Cl)s2)o1)N1CCCc2ccccc21	-9	11	-18	-3	-1	-21[fluorescence artefact?]	2	11	6
(more compounds)
SMILES	VCAM1 TNFa inh	ERb SRC1 inh	F-actin modifier	sEH activator	Candida biofilm	Smad3 FoxH1 inh	HUVEC tox TNFa	IL1B cytotox	sEH inhibitor
CC1CC2=C(CC1/C=N/NC(N)=S)C(C)(C)CCC2 (stereo unspecified)	23	-5	/	3	0	-7	-13	-2	-7
O=C(Nc1nc2c(ccc3ccccc32)s1)c1ccco1	15	/	21	2	/	/	-24	-11	-2
CC(=O)N(c1ccc2oc(=O)sc2c1)S(=O)(=O)c1cccs1	-29	-8	14	-4	4	3	-71	-1	4
Cc1cc(C)c2nc(N3CCCC(C(=O)NCCCN4CCOCC4)C3)sc2c1 (stereo unspecified)	-18	-7	1	-8	4	-7	6	-20	7
N#CC1(c2nc3ccccc3[nH]2)CC1c1ccc2c(c1)OCO2 (stereo unspecified)	-2	3	-4	2	4	15	3	-2	-4
COc1cc2c(C(=O)NCc3ccc(C)o3)cn(CC(C)C)c(=O)c2cc1OC	12	0	31	/	3	3	-45	-19	/
COc1cccc(/C=N/n2c(N)nc3ccccc32)c1OC	-3	8	-8	-2	-2	2	-10	-1	-1
CCn1c(SCC(=O)Nc2ccc3c(c2)OCO3)nc2c(c1=O)SC(C)C2 (stereo unspecified)	10	13[fluorescence artefact?]	10	1	6	-4	-24	-23	-1
C=CCn1cc(C(=O)NCCCOCC)c(=O)c2cc(S(=O)(=O)N(CC)CC)ccc21	4	6	-5	1	4	4	-12	-6	1
Cn1c(SCc2nnc3n2CCCCC3)nc2ccccc21	-9	11	1	4	10	2	8	21	-1
Oc1ccccc1-c1nc(NCC2CCCO2)c2ccccc2n1 (stereo unspecified)	16	5	4	/	7	1	-11	-9	/
CN1/C(=C\C(=O)COC(=O)CN2C(=O)C3CC=CCC3C2=O)C(C)(C)c2ccccc21 (stereo unspecified)	-6	-3[fluorescence artefact?]	/	1	0	-1	-21	-55	1
O=C(CCCn1c(=S)[nH]c2cc3c(cc2c1=O)OCO3)N1CCc2ccccc2C1	-17	51*	7	6	0	-1	-30	-22	-6
C=CCn1c(=NC(=O)CN2C(=O)CCC2=O)sc2cccc(OC)c21	5	10	-17	-6	5	0	5	6	4
Cn1c(=O)c2c(nc(SCCN3CCOCC3)n2Cc2cccc3ccccc23)n(C)c1=O	-36	-21[fluorescence artefact?]	9	8	1	2	-34	-5	-8
CC1=C(C(=O)Nc2ccccc2C)C2(CCCC2)C(C(N)=O)C(=O)N1 (stereo unspecified)	5	1	-18	-8	5	1	-34	-42	7
CCOC(=O)Cc1cc(=O)n2[nH]c(C)c(-c3ccc(Cl)cc3)c2n1	1	2	6	-12	4	-3	6	-7	12
CCC1CCCCN1C(=O)CSc1nnc(CNC(=O)COc2ccc(Cl)cc2)o1 (stereo unspecified)	19	3	-22	6	10	8[fluorescence artefact?]	-5	19	-4
CCOC(=O)Cn1c(=O)c2c(nc(Br)n2Cc2ccccc2)n(C)c1=O	7	-4	30	21	-3	-3	-5	-12	-25
N#Cc1ccc(NC(=O)c2sc3cc(C(F)(F)F)cnc3c2-c2cccs2)cc1	-4	17[fluorescence artefact?]	-3	11	5	5[fluorescence artefact?]	-10	/	-11
N#Cc1c(NC(=O)c2ccccc2)sc2c1CCCCC2	10	-4	6	2	7	-2	/	-4	3
Cc1cc(-n2c(C)cc(C(=O)CSc3ncnc4ccccc34)c2C)no1	-3	8[fluorescence artefact?]	-1	/	7	7	-9	-15	/
COc1cc(NC(=O)N[C@H](C(=O)O)C(C)C)cc(OC)c1	-4	7	21	-1	4	5	-14	0	2
O=[N+]([O-])c1ccc(Nc2ccc3ccccc3c2)nc1	2	/	16	-14	/	/	-25	-22	16
CC(C(=O)Nc1ccccc1Sc1ccccc1)N(c1ccccc1)S(C)(=O)=O (stereo unspecified)	1	/	15	8	/	/	-5	-12	-8
Remaining list, next part
SMILES	VCAM1 TNFa inh	ERb SRC1 inh	F-actin modifier	sEH activator	Candida biofilm	Smad3 FoxH1 inh	HUVEC tox TNFa	IL1B cytotox	sEH inhibitor
CC1CC(C)CN(C(=O)CSc2nc3ccsc3c(=O)n2Cc2ccccn2)C1 (stereo unspecified)	18	1	-12	-5	7	2	1	-2	8
COc1ccc(Cc2nc(-c3ccccn3)no2)cc1	-8	-13	14	-7	2	-20	-7	-12	6
OC(COc1ccc2ccccc2c1Cl)CN1CCOCC1 (stereo unspecified)	-13	-31	-9	8	6	16	-35	-9	-11
Cc1sc2nc(C3CC3)nc(SCC(=O)NCc3ccco3)c2c1C	6	34[fluorescence artefact?]	14	8	1	-4	-6	9	-8
NS(=O)(=O)c1ccc(NC(=O)C2CCCO2)cc1 (stereo unspecified)	8	3	25	10	2	-13	51	38	-7
CCn1c(SCC(=O)Nc2cc(C)on2)nnc1-c1ccccc1	?	-9	37*	0	7	12[fluorescence artefact?]	78	4	0
CCCN(CCC)CCNC(=O)C1CCCN(S(=O)(=O)c2ccc3c(c2)oc(=O)n3C)C1 (stereo unspecified)	-3	1	-10	-7	1	2	-9	-2	7
Cc1cc2ncn(C(=O)c3c(-c4c(Cl)cccc4Cl)noc3C)c2cc1C	6	-7	-8	5	9	7	38	0	-5
COC(=O)c1ccccc1NC(=O)CN1CCC(n2nnc3cc(C(F)(F)F)ccc32)CC1	23	/	6	8	/	/	6	-1	-7
C=CCSc1nc(N)c(C(=O)Nc2ccccc2OC)cc1C(=O)Nc1ccccc1	27	-2[fluorescence artefact?]	/	-8	8	7	-20	-22	4
C=CCn1c(C2CC(=O)N(c3ccc(C)cc3)C2)nc2ccccc21 (stereo unspecified)	18	3	20	-5	6	14	-29	0	4
COc1ccc(NC2=NC3(CCCCC3)N=C(N)N2)cc1	6	31	12	-20	8	-2	-49	-1	19
COc1ccc(-c2nnnn2C)cc1S(=O)(=O)NCCc1ccccc1	16	-9	1	-5	5	6	-13	-4	8
CCOC(=O)c1c(NC(=O)c2ccc(N3C(=O)C4C5C=CC(C5)C4C3=O)cc2)sc2c1CCCC2 (stereo unspecified)	6	/	-12	-1	/	/	-28	-13	1
CCN(CCCNC(=O)C1CCN(S(=O)(=O)c2cnc[nH]2)CC1)c1ccccc1	6	/	0	-32	/	/	-13	-8	34
CCc1cc2c(=O)nc3n(c2s1)Cc1ccccc1/C3=C(/O)c1ccc(F)cc1	-13	-3	-3	1	-2	-5	4	24	-7
O=C(CCn1c(=O)oc2ccccc21)NC1=NCCS1	-13	-5[fluorescence artefact?]	17	-7	10	10	-35	-7	5
Cc1cccc(-n2nnc(C(=O)NCc3ccco3)c2N)c1	12	-1[fluorescence artefact?]	-47	6	1	9[fluorescence artefact?]	-3	0	-5
Cc1[nH]c(=O)[nH]c(=O)c1S(=O)(=O)Nc1ccc(Oc2ccccc2)cc1	18	/	-21	0	/	/	-7	-12	-1
Cc1nn(CCCC(=O)Nc2sc3c(c2C#N)CCC3)c(C)c1[N+](=O)[O-]	5	/	-40	4	/	/	7	/	-2
O=C(NC1CC1)c1c[nH]c2ccc(S(=O)(=O)Nc3cccc(C(F)(F)F)c3)cc2c1=O	4	18	-22	-3	2	-2	-5	91*	0
